Screens deposited in PubChem by several laboratories.
Peg3 prom inh – reduces Peg3 promoter-driven luciferase expression in HeLa | HeLa PEG-Prom luciferase reporter, luminescence, overnight | inhibition, % at 20 µM | 360,000 compounds, 1.7% hits | AID 588405;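 active means inhibition of at least 50% at 20 µM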
Shn3 inh set2 – Schnurri-3 reporter inhibition in Clone20 osteoblasts; Clone20 osteoblast Shn3 3'UTR firefly luciferase, 24 h; inhibition, % at 12.5 µM; 360,000 compounds, 0.52% hits;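 active means mean inhibition of at least 75% with every replicate also reaching 75%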;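 further: 0% = median of neutral control wells and 100% = pilot-screen positive control compound; some compounds past the cut are filed as inactive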
TWEAK-Fn14 inh – inhibitors of TWEAK-Fn14 interaction signaling; TWEAK-stimulated Fn14 reporter cells, luciferase luminescence, 8 h; inhibition, % at 10 µM; 360,000 compounds, 2% hits; in the data active means inhibition above about 50%
TRPM1 prom inh – inhibitors of MITF-driven TRPM1 promoter in melanoma cells; SK-MEL-5 TRPM1 promoter luciferase, 24 h; inhibition, % at 12.5 µM; 330,000 compounds, 0.83% hits; AID 488899;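 active means mean inhibition across replicates of 60% or more, whatever share of single replicates reaches that level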; further: values of inactives mirror those of a sister screen read the other way
CF NFkB inh – blocks PAF-induced NF-kB reporter in cystic fibrosis cells. KKLEB NF-kB-GFP reporter, GFP fluorescence overnight. inhibition, % at 5 µM. 360,000 compounds, 0.86% hits. AID 588850;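 active means at least 50% inhibition at 5 µM, scaled per plate between neutral and stimulator controls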;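 further: PAF is a Pseudomonas aeruginosa culture filtrate used as stimulus; plate controls were PAF-stimulated DMSO wells for no effect and unstimulated DMSO wells for full effect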
TROY NFkB inh – blocks TROY-dependent signaling in reporter cells; Q293 LMP1-TROYcd NF-kB luciferase reporter, 4 h; inhibition, % at 10 µM; 360,000 compounds, 0.98% hits;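 active means compounds whose plate-normalised and pattern-corrected inhibition of the luciferase reporter signal at the single screening dose is 50% or more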
NR2E3 ag-1 – NR2E3 (human) agonism. GST-NR2E3/biotin-RetCOR TR-FRET, 1536-well. AID 2300. 320,000 compounds, 0.12% hits. inhibition of corepressor binding, % at 4.78 µM. Q9Y5X4;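 active means percent inhibition above the cutoff of mean plus 3 SD of all tested compounds, set per screening campaign, cut at about 20% in these data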;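 further: 0% = DMSO wells and 100% = biotin wells as full block of FRET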
Target sequence (Q9Y5X4 whole entry, looked up): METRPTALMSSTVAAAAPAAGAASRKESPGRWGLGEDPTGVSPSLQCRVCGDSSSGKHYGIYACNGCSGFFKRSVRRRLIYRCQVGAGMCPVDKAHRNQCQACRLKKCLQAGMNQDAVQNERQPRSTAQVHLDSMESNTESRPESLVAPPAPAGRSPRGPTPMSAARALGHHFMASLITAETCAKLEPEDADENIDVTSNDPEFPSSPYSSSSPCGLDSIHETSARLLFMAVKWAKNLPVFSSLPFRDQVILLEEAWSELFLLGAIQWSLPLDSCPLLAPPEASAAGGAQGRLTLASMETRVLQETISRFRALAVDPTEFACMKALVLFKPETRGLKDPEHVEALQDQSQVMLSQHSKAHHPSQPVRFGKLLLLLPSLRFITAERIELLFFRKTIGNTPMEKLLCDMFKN
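system = GST-tagged NR2E3 plus biotinylated RetCOR corepressor | input = 1.35 nM GST-NR2E3 | also added = 7 nM biotin-RetCOR | schedule = 5 h incubation at 4 °C | measured by = TR-FRET with europium anti-GST and streptavidin-D2, 340 nm excitation | read-out = percent loss of FRET ratio relative to control wells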
KKLEB cytotox – counter-screen for CF NF-kB inhibitors: cytotoxicity. 360,000 compounds, 0.36% hits. KKLEB CF airway cells viability, ATPlite luminescence, overnight; hits give low values; cells stimulated with P. aeruginosa culture filtrate. activity change (cytotoxicity), % at 5 µM;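 active means corrected activity change at or below -50% at 5 µM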
NR2E3 ag-2 – human photoreceptor-specific nuclear receptor agonism | Q9Y5X4 | CHO-S Gal4-NCOR/VP16-NR2E3 two-hybrid, luciferase | inhibition of corepressor binding, % at 3.98 µM | 360,000 compounds, 0.35% hits | AID 602229;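 active means inhibition above the mean of all tested compounds plus 3 SD, cut at about 70% in these data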;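 further: 0% = DMSO with NR2E3 transfected cells and 100% = cells lacking NR2E3 construct; higher means lower luciferase signal from less NR2E3 corepressor binding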
HIF-2a inh – blocks HIF-2a reporter activity. 360,000 compounds, 0.72% hits. inhibition, % at 18.8 µM. 786-0 RCC cells HIF-2a reporter, luciferase luminescence, overnight;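 active means inhibition of the luminescence signal of 40% or more relative to plate controls, in a single-dose primary screen at 18.75 µM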
TRAIL sens C8 – sensitizes caspase-8 expressing cells to TRAIL; NB7+C8 cells + TRAIL, ATPlite viability luminescence; inhibition (viability loss, TRAIL sensitization), % at 10 µM; 360,000 compounds, 1% hits; AID 624354;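 active means compounds causing at least 50% loss of cell viability in the single-dose screen, relative to plate controls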
Active calls of the source: *; / = not tested or not shown.

#1 CCOc1ccc(NS(=O)(=O)c2ccc(OCC(=O)N3CCCC3)cc2)cc1
#2 CCOC(=O)c1[nH]c2cc3c(cc2c1NC(=O)CN1CC(C)CC(C)C1)OCO3 (stereo unspecified)
#3 O=C(COC(=O)COc1cccc(Br)c1)NCc1ccc2c(c1)OCO2
#4 CCOc1ncccc1C(=O)Nc1ccc2c(c1)OCCO2
#5 CCN1CCN(c2ccc(S(=O)(=O)N3CCOCC3)cc2NC(=O)CC(C)C)CC1
#6 COc1cccc(C(=O)NCCS(=O)(=O)N2CCCCCC2)c1
#7 CCCn1nnnc1NC(=O)COc1ccc(Cl)c(C)c1
#8 O=C(NCc1ccc(Cl)cc1)c1cnccn1
Screen / compound no.	1	2	3	4	5	6	7	8
NR2E3 ag-2	-18	-5	-2	-29	-38	1	-13	5
TWEAK-Fn14 inh	-5	0	-16	69*	7	6	3	4
TRPM1 prom inh	-15	-5	-2	8	6	-1	13	-2
CF NFkB inh	-2	-2	16	10	-5	-16	-5	-13
HIF-2a inh	8	0	0	-19	6	7	24	28
NR2E3 ag-1	1	2	/	/	3	-2	0	1
TROY NFkB inh	2	12	0	23	-17	-2	9	11
Shn3 inh set2	13	16	21	-5	-13	-31	8	7
Peg3 prom inh	-2	-6	-9	-38	-4	15	11	13
KKLEB cytotox	-4	-10	1	-4	-12	1	10	5
TRAIL sens C8	0	4	5	4	-3	3	-4	3

4 entries drawn at random from those above, as already listed:
#7 CCCn1nnnc1NC(=O)COc1ccc(Cl)c(C)c1
#1 CCOc1ccc(NS(=O)(=O)c2ccc(OCC(=O)N3CCCC3)cc2)cc1
#4 CCOc1ncccc1C(=O)Nc1ccc2c(c1)OCCO2
#2 CCOC(=O)c1[nH]c2cc3c(cc2c1NC(=O)CN1CC(C)CC(C)C1)OCO3 (stereo unspecified)
Screen / compound no.	7	1	4	2
NR2E3 ag-2	-13	-18	-29	-5
TWEAK-Fn14 inh	3	-5	69*	0
TRPM1 prom inh	13	-15	8	-5
CF NFkB inh	-5	-2	10	-2
HIF-2a inh	24	8	-19	0
NR2E3 ag-1	0	1	/	2
TROY NFkB inh	9	2	23	12
Shn3 inh set2	8	13	-5	16
Peg3 prom inh	11	-2	-38	-6
KKLEB cytotox	10	-4	-4	-10
TRAIL sens C8	-4	0	4	4

Going on with the list.
#9 CCOC(=O)c1cccc(-n2c(C)cc(C=O)c2C)c1
#10 Cc1ccc(N=C2NC(=O)c3cc([N+](=O)[O-])ccc32)cc1
#11 O=C(NCc1ccc(Cl)cc1)C1CCN(S(=O)(=O)c2cccc3nonc23)CC1
#12 Cc1ccc(NC(=O)CCc2nnc3ccc(NCc4ccco4)nn23)cc1F
#13 Cc1ccc(S(=O)(=O)CCC(=O)Nc2nnc(-c3ccc(F)cc3)o2)cc1
#14 O=C(CCc1nnc(C2(c3ccc(Cl)cc3)CCC2)o1)N1CCCC1
#15 COc1ccc(CC(=O)Nc2cccc(C(=O)Nc3ccccc3C(=O)O)c2)cc1OC
#16 COc1cccc(N(C(=O)c2snc(C(N)=O)c2N)C(C(=O)NCC2CCCO2)c2cccs2)c1 (stereo unspecified)
Screen / compound no.	9	10	11	12	13	14	15	16
NR2E3 ag-2	-25	-2	-27	-30	-21	-51	-24	-25
TWEAK-Fn14 inh	-18	-25	0	18	-2	-15	-13	7
TRPM1 prom inh	-14	-14	28	3	-2	-45	6	4
CF NFkB inh	-5	-10	25	-3	18	-6	2	3
HIF-2a inh	5	-111	3	-1	3	-188	20	-4
NR2E3 ag-1	-1	-2	1	-1	1	1	2	0
TROY NFkB inh	2	-23	-12	-14	-2	-64	15	-5
Shn3 inh set2	-19	73	8	-23	-6	-72	6	4
Peg3 prom inh	-7	-88	19	-7	1	-191	3	-17
KKLEB cytotox	0	-3	-8	-5	6	-1	2	-10
TRAIL sens C8	-3	11	-15	-6	-9	-5	5	-4

#17 COc1ccc(C(=O)N2CCC2(C)C(=O)NC(C)C)cc1OC (stereo unspecified)
#18 CC(C)c1cc2cc3ccc(=O)oc3cc2o1
#19 CCOc1nc(N(C)C)nc(-n2nnc(C(C)=O)c2C)n1
#20 CCOC(=O)C[C@H]1c2ccc(C(F)(F)F)cc2S(=O)(=O)N1c1ccccc1
#21 Cc1ccc(C)c(C(=O)CC2(O)C(=O)N(C)c3ccccc32)c1 (stereo unspecified)
#22 CCCC1=Nc2cc(C(=O)NCCN3CCCC3)ccc2Sc2ccccc21
#23 O=C(Cc1cc(C(=O)O)c2ccccc2n1)Nc1ccccc1
#24 Cc1ccc(N(C(=O)c2csnn2)C(C(=O)NC2CCCCC2)c2cccnc2)cc1C (stereo unspecified)
Screen / compound no.	17	18	19	20	21	22	23	24
NR2E3 ag-2	1	-57	-5	3	-16	-11	14	-40
TWEAK-Fn14 inh	4	-18	-10	4	7	-13	33	6
TRPM1 prom inh	/	-89	-5	-1	-2	59	6	1
CF NFkB inh	11	-5	-14	-2	-26	8	-8	4
HIF-2a inh	-2	-287	9	4	25	17	1	3
NR2E3 ag-1	/	1	3	-2	4	-6	2	2
TROY NFkB inh	-2	-46	-1	0	7	16	12	-17
Shn3 inh set2	1	-52	4	6	-10	-7	15	-8
Peg3 prom inh	-13	-209	-5	9	-16	17	22	8
KKLEB cytotox	6	-4	8	7	3	-16	13	-9
TRAIL sens C8	-10	13	-4	3	-9	6	9	11

Exported as labelled records: part of the list above.
#21 Cc1ccc(C)c(C(=O)CC2(O)C(=O)N(C)c3ccccc32)c1 (stereo unspecified)
  NR2E3 ag-2 = -16
  TWEAK-Fn14 inh = 7
  TRPM1 prom inh = -2
  CF NFkB inh = -26
  HIF-2a inh = 25
  NR2E3 ag-1 = 4
  TROY NFkB inh = 7
  Shn3 inh set2 = -10
  Peg3 prom inh = -16
  KKLEB cytotox = 3
  TRAIL sens C8 = -9

#23 O=C(Cc1cc(C(=O)O)c2ccccc2n1)Nc1ccccc1
  NR2E3 ag-2 = 14
  TWEAK-Fn14 inh = 33
  TRPM1 prom inh = 6
  CF NFkB inh = -8
  HIF-2a inh = 1
  NR2E3 ag-1 = 2
  TROY NFkB inh = 12
  Shn3 inh set2 = 15
  Peg3 prom inh = 22
  KKLEB cytotox = 13
  TRAIL sens C8 = 9

Further records follow:
#25 N#Cc1ccccc1OCC(=O)OCC(=O)NC1CCCCC1
#26 O=C(CCCN1CCOCC1)c1ccc2c(c1)OCCO2
#27 COc1ccc(Cl)cc1NC(=O)CN1CCc2ccccc2C1
#28 COc1cccc(Cl)c1NC(=O)N1CCN(c2cc(C)nc3ccccc23)CC1
#29 Nc1cc(=O)n(Cc2ccccc2)c(=O)n1-c1ccc(F)cc1
#30 COCc1cc(C)nc(Nc2ccc(C)cc2C)c1C#N
#31 Brc1ccc(Oc2ncc(CN3CCN(c4ccccc4)CC3)s2)cc1
#32 COc1ccc(C)cc1NC(=O)CSc1nc2ccccc2nc1N1CC(C)OC(C)C1 (stereo unspecified)
Screen / compound no.	25	26	27	28	29	30	31	32
NR2E3 ag-2	-7	-94	-17	13	-22	-7	1	-32
TWEAK-Fn14 inh	8	-1	-26	4	-11	15	14	17
TRPM1 prom inh	9	-33	-1	-15	-1	1	-3	/
CF NFkB inh	-12	-8	12	22	1	-5	9	11
HIF-2a inh	15	-198	11	12	10	-29	3	21
NR2E3 ag-1	/	-2	6	2	1	-1	2	2
TROY NFkB inh	6	-2	15	-11	9	-21	-5	-1
Shn3 inh set2	12	-54	19	18	1	-20	13	15
Peg3 prom inh	-98	-184	24	25	12	-2	5	20
KKLEB cytotox	0	6	-10	-24	-26	0	-3	-5
TRAIL sens C8	-3	1	-6	18	8	-4	4	1

#33 Cc1cc(-c2ccccc2)nc(Oc2cccc(C(F)(F)F)c2)c1S(C)(=O)=O
#34 CC(=O)CS(=O)(=O)c1ccc(Oc2ccc(S(=O)(=O)CC(C)=O)cc2)cc1
#35 Cc1c(N=C2SC(CC(=O)Nc3ccccc3)C(=O)N2CCN2CCOCC2)c(=O)n(-c2ccccc2)n1C (stereo unspecified)
#36 COCCNc1nc(Nc2ccc(C#N)cc2)c2sccc2n1
#37 Cn1nc(CC(=O)NC2CCCCCC2)c2ccccc2c1=O
#38 CC1CCC(NC(=O)C2CCN(c3cnccn3)CC2)CC1 (stereo unspecified)
#39 CCOC(=O)[C@]12CCC=C1N(Cc1ccc(Cl)cc1Cl)C(=O)[C@H](CC(=O)NCc1ccc(OC)c(OC)c1)C2
#40 O=C(COC(=O)/C=C/c1cccc(Cl)c1Cl)Nc1ccc2[nH]c(=O)[nH]c2c1
Screen / compound no.	33	34	35	36	37	38	39	40
NR2E3 ag-2	2	-2	15	25	26	-7	-23	9
TWEAK-Fn14 inh	13	9	-25	-26	3	-13	45	-7
TRPM1 prom inh	4	-11	-3	/	17	-5	/	12
CF NFkB inh	7	-6	2	14	-7	-15	/	-24
HIF-2a inh	21	14	13	-1	0	-1	-10	3
NR2E3 ag-1	1	4	2	/	-1	1	/	3
TROY NFkB inh	-31	-10	-16	-2	12	-16	28	-17
Shn3 inh set2	-7	4	-19	15	39	-8	/	-18
Peg3 prom inh	13	2	2	3	14	-6	/	24
KKLEB cytotox	-8	0	-6	-19	-4	14	/	9
TRAIL sens C8	-21	-18	5	13	25	-5	45	-2

Laid out differently: entries from further up.
No. | SMILES | NR2E3 ag-2 | TWEAK-Fn14 inh | TRPM1 prom inh | CF NFkB inh | HIF-2a inh | NR2E3 ag-1 | TROY NFkB inh | Shn3 inh set2 | Peg3 prom inh | KKLEB cytotox | TRAIL sens C8
37 | Cn1nc(CC(=O)NC2CCCCCC2)c2ccccc2c1=O | 26 | 3 | 17 | -7 | 0 | -1 | 12 | 39 | 14 | -4 | 25
38 | CC1CCC(NC(=O)C2CCN(c3cnccn3)CC2)CC1 (stereo unspecified) | -7 | -13 | -5 | -15 | -1 | 1 | -16 | -8 | -6 | 14 | -5

New compounds follow:
#41 Cc1ccccc1NC(=O)Cc1nc(COC(=O)c2ccc(NC(N)=O)cc2)cs1
#42 O=C(CC1C(=O)NCCN1Cc1ccc(F)cc1)NCCOc1cccnc1 (stereo unspecified)
#43 COCCn1c(SCC(=O)NC2CC2)nnc1-c1ccco1
#44 Cc1nn(C)c(C)c1S(=O)(=O)N1CCc2ccccc21
Screen / compound no.	41	42	43	44
NR2E3 ag-2	-4	-3	-3	-49
TWEAK-Fn14 inh	-23	10	37	5
TRPM1 prom inh	-3	6	3	8
CF NFkB inh	7	-8	-11	0
HIF-2a inh	20	7	5	7
NR2E3 ag-1	/	0	5	-4
TROY NFkB inh	3	-2	-5	5
Shn3 inh set2	-7	-4	0	3
Peg3 prom inh	4	-2	6	16
KKLEB cytotox	12	12	2	5
TRAIL sens C8	-11	-3	2	-3

The list is partial; the hit share may differ from the screen's.
